Compound activity (PubChem BioAssay)
FBA Mtb inh: inhibitors of M. tuberculosis fructose-bisphosphate aldolase; purified M. tuberculosis FBA, fluorescence read-out; inhibition, % at 1 µM; actives 2.3% (n = 360,000); AID 588726; in the data active means inhibition above about 27%;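 further: 0% = vehicle and 100% = reference inhibitor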
GDH-TPI inh: counter-screen for M. tuberculosis FBA inhibitors: GDH-TPI coupled enzymes; GDH-TPI coupled enzyme counterscreen, NADH absorbance; inhibition, % at 4.8 µM; actives 1.2% (n = 360,000); in the data active means inhibition above about 30%;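 further: 0% = DMSO wells and 100% = wells lacking the enzyme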
FadD28 FP inh: inhibitors of Mycobacterium tuberculosis FadD28 bisubstrate binding; FadD28 bisubstrate probe binding, fluorescence polarization; inhibition, % at 12.5 µM; actives 0.22% (n = 360,000); AID 588549; in the data active means inhibition above about 8.5%, passing the limit was not always enough
TcdB GH inh: blocks C. difficile toxin B glycohydrolase activity; P18177; TcdB glycohydrolase enzymatic assay, plate reader; inhibition, % at 9.99 µM; actives 0.24% (n = 350,000); AID 652162; in the data active means inhibition above about 10%
BioA inh: blocks M. tuberculosis BioA enzyme activity. inhibition, % at 9.99 µM. AID 602481. purified M. tuberculosis BioA enzyme, plate reader. actives 0.096% (n = 360,000); in the data active means inhibition above about 40%
Yp Topo-I inh: inhibitors of Yersinia pestis topoisomerase I | Y. pestis Topo-I cleavage product accumulation, plate reader | activity, % at 10 µM | actives 0.064% (n = 360,000); in the data active means activity above about 50%, passing the limit was not always enough; further: inactives centre near 2
PfHsp40 rescue: rescue of PfHsp40-mediated yeast toxicity; S. cerevisiae expressing PfHsp40, growth rescue, ATP luminescence; growth rescue, % at 12.5 µM; actives 0.68% (n = 340,000); AID 504582; in the data active means growth rescue above about 28%, passing the limit was not always enough;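 further: yeast W303a lacking pdr1 and pdr3 grown in galactose medium; growth measured after three days at 30 °C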
BH1578 lux ind: inducers of Vibrio cholerae quorum light production without autoinducers. V. cholerae BH1578 lux reporter, luminescence, 6 h. activation, % at 18.7 µM. actives 0.16% (n = 350,000); in the data active means activation mostly above about 9.7%, no sharp cut-off; further: not every result past the cut was called active; inactives centre near 0; reference of the scale not given here
Mtb UGM inh: inhibitors of M. tuberculosis UDP-galactopyranose mutase; inhibition, % at 10 µM; actives 0.06% (n = 320,000); P9WIQ1; AID 504406; purified UGM, fluorescence polarization probe displacement; in the data active means inhibition above about 10%, passing the limit was not always enough
Numbers without * were called inactive; i = inactive; . = no result given; & = joins results of further samples.

SMILES	FBA Mtb inh	GDH-TPI inh	FadD28 FP inh	TcdB GH inh	BioA inh	Yp Topo-I inh	PfHsp40 rescue	BH1578 lux ind	Mtb UGM inh
CC1CCc2sc(C(=O)NN=C3CCCC3)cc2C1 (configuration not stated)	0	3	-2.7	-2.0	0.3	4	.	-0.3	.
CCCCn1c(N)c(N(CCOC)C(=O)c2cccc(S(=O)(=O)N(CC)c3ccccc3)c2)c(=O)[nH]c1=O	0	-4	-1.6	1.7	.	-10	0.6	-0.1	1.8
CC1(C)CC(N2CCN(C(c3ccccc3)c3ccccc3)CC2)=CC(=[N+]2CCCCC2)C1	4	42*	-3.6	1.4	-2.3	6	-0.1	-0.4	0.8
O=C(Cc1cccc2ccccc12)N/N=C/C=C/c1cccc([N+](=O)[O-])c1	2	12	-2.1	-0.2	.	-7	1.1	-0.7	-0.3
CCCCC1CCc2[nH]nc(C(=O)O)c2C1 (configuration not stated)	0	7	1.5	0.0	-1.7	6	-0.7	-0.4	2.6
COc1ccc(C(C(=O)NC2CCCCC2)N(C(=O)CCCC(=O)Nc2ccccn2)c2ccc3c(c2)OCCO3)cc1 (configuration not stated)	0	4	-1.0	0.2	-1.1	2	1.0	i	-0.9
CC(NC(=O)C(NS(=O)(=O)c1cccs1)C(C)C)c1ccc(S(N)(=O)=O)cc1 (configuration not stated)	-1	1	0.9	0.4	0.4	6	-3.1	i	0.5
COc1ccc(-n2c(=O)c3c4c(sc3n(CC(=O)NC3CCCC3)c2=O)CCCC4)c(OC)c1	0	-1	-2.9	0.7	.	25	1.5	-6.2	-2.7
O=c1[nH]c(=S)n(-c2ccccc2F)c(O)c1C=NCc1ccco1	0	8	-0.8	.	-3.1	-4	-0.4	3.1	-2.2
Cc1ccc(C)n1-c1ccc(-c2ccnc(N)n2)cc1	6	-1	-4.1	-1.9	-0.2	18	-0.5	-0.4	.
O=C(NC1CCCCC1)C(c1ccco1)N(Cc1ccco1)C(=O)c1ccco1 (configuration not stated)	0	14	1.3	-5.6	-4.2	-16	-0.2	-0.4	4.2
COc1ccc(/C=N\NC(=O)c2ccc(F)cc2)cc1COc1ccccc1C(N)=O	2	11	-13	-3.7	1.9	13	-1.0	-0.3	5.0
CCOC(=O)C(CCCCC(NC(C)=O)(C(=O)OCC)C(=O)OCC)(NC(C)=O)C(=O)OCC	-2	10	-4.8	0.4	2.1	-10	-0.4	-0.6	-2.3
O=C(Nc1ccc(Cl)c(Cl)c1)Nc1nnc(CSc2ccccc2)s1	2	9	-2.4	-6.7	-2.6	8	0.3	-0.5	-0.6
CN(C)CC1CC/C(=C\c2ccc(O)cc2)C1=O (configuration not stated)	-8	12	-5.1	4.4	.	-3	0.4	i	.
O=C(NC(Cc1c[nH]c2ccccc12)C(=O)O)/C(=C\c1ccccc1)NC(=O)c1ccccc1 (configuration not stated)	1	6	0.2	-0.3	.	-4	0.5	-0.4	4.3
CCN(C[C@H]1N[C@@](Cc2ccccc2)(C(=O)OC)[C@H]2C(=O)N(C)C(=O)[C@@H]12)C(=O)c1ccc(C)cc1	-3	4	-1.2	2.9	0.3	7	0.1	-0.2	.
COC(=O)c1ccc(COC(=O)c2ccccn2)cc1	-4	1	-1.4	.	0.2	-4	-1.1	i	-1.2
O=C(CN1C(=O)NC2(CCc3ccccc32)C1=O)Nc1ccccc1Cl (configuration not stated)	1	8	-1.2	1.2	5.0	-2	-0.8	i	-2.5
Cc1nnc(NC(=O)CSc2nc(CC(C)C)nc3c2c(=O)n(C)c(=O)n3C)s1	0	9	-0.9	-0.1	.	-2	-0.2	1.3	-2.8
Cc1c(Cc2ccccc2)sc(NC(=O)C(C)(C)C)c1C(N)=O	2	3	-0.5	2.7	.	5	0.8	i	-0.4
O=C(N/N=C/C=C/c1ccco1)/C(=C/c1ccccc1)NC(=O)c1ccccc1	0	37*	-4.2	0.2	.	-4	-0.2	i	0.0
O=C(NC1CC1)c1cccc(NC(=O)C2CCCC2)c1	2	-10	-4.1	0.4	-0.4	1	-1.0	i	.
Cc1ccc(CN(CC2CCCO2)C(=O)CN2C(=O)C(C(C)C)Oc3ccccc32)o1 (configuration not stated)	-1	-4	-0.4	.	.	20	-1.2	-0.4	-0.8
CSCCC(NC(=O)c1ccccc1Cl)C(=O)N1CCN(C(c2ccccc2)c2ccccc2)CC1 (configuration not stated)	3	8	-0.4	1.4	-2.2	17	1.1	.	-1.0

4 entries picked at random from the list so far:
SMILES	FBA Mtb inh	GDH-TPI inh	FadD28 FP inh	TcdB GH inh	BioA inh	Yp Topo-I inh	PfHsp40 rescue	BH1578 lux ind	Mtb UGM inh
COc1ccc(/C=N\NC(=O)c2ccc(F)cc2)cc1COc1ccccc1C(N)=O	2	11	-13	-3.7	1.9	13	-1.0	-0.3	5.0
CN(C)CC1CC/C(=C\c2ccc(O)cc2)C1=O (configuration not stated)	-8	12	-5.1	4.4	.	-3	0.4	i	.
O=c1[nH]c(=S)n(-c2ccccc2F)c(O)c1C=NCc1ccco1	0	8	-0.8	.	-3.1	-4	-0.4	3.1	-2.2
Cc1c(Cc2ccccc2)sc(NC(=O)C(C)(C)C)c1C(N)=O	2	3	-0.5	2.7	.	5	0.8	i	-0.4

Single records (already shown). Values in the order: FBA Mtb inh	GDH-TPI inh	FadD28 FP inh	TcdB GH inh	BioA inh	Yp Topo-I inh	PfHsp40 rescue	BH1578 lux ind	Mtb UGM inh
`CCOC(=O)C(CCCCC(NC(C)=O)(C(=O)OCC)C(=O)OCC)(NC(C)=O)C(=O)OCC` is entered as -2	10	-4.8	0.4	2.1	-10	-0.4	-0.6	-2.3
`Cc1c(Cc2ccccc2)sc(NC(=O)C(C)(C)C)c1C(N)=O` is entered as 2	3	-0.5	2.7	.	5	0.8	i	-0.4

Further compounds.
SMILES	FBA Mtb inh	GDH-TPI inh	FadD28 FP inh	TcdB GH inh	BioA inh	Yp Topo-I inh	PfHsp40 rescue	BH1578 lux ind	Mtb UGM inh
CN(C)c1ccc(-c2cc([C@H]3[C@@H]4C=CCC[C@@]4(C)C(=O)N3Cc3ccccc3)ccc2F)cc1	4	8	-0.5	0.5	1.3	10	-0.9	i	-2.0
O=c1[nH]c2ccccc2cc1-c1nnn(-c2ccc(F)cc2)n1	9	9	-0.6	0.5	-1.8	-3	-1.7	-0.5	-1.5
Cc1cccc(-c2noc(CN(C)C(=O)COc3ccccc3)n2)c1	1	0	0.5	0.8	-0.5	6	0.2	-0.7	1.1
C[C@@H]1CN([C@@H](C)CO)S(=O)(=O)c2ccc(Br)cc2O[C@H]1CN(C)C(=O)Cc1cccnc1	-1	4	0.6	1.5&1.2	0.7&0.0	-2	.	-0.6	.
CN(CC(=O)Nc1ccc(OC(F)(F)F)cc1)C(=O)Cc1cccs1	0	-2	-3.0	0.2	-0.8	-4	-1.4	-0.9	1.3
CCOC(=O)c1nn(-c2ccc(C)cc2)c(=O)cc1OCC(=O)Nc1cccc(OC)c1	1	12	-2.3	2.2	-3.5	18	0.1	-0.3	.
O=C(CSc1ccc(-c2nc3ccccc3[nH]2)cn1)N1CCN(C(=O)c2ccco2)CC1	21	15	-6.3	.	-0.6	1	0.3	i	-2.7
Cn1c(-c2ccccc2)cc2onc(-c3ccccc3)c2c1=O	6	9	-1.5	1.8	-0.7	-4	-1.4	i	-1.3
O=S(=O)(NCC1CCCO1)c1cnc(Cl)c(Cl)c1 (configuration not stated)	2	5	-1.6	.	.	4	-1.8	-2.0	1.2
COC(=O)c1cc(C(=O)OC)cc(N2C(=O)CC(N3CCN(c4ccccc4)CC3)C2=O)c1 (configuration not stated)	8	10	-1.2	.	.	-2	2.2	1.4	.
O=C(NCCCn1ccnc1)c1ccccc1F	2	-7	-3.1	1.3	-2.2	-6	-0.9	i	-2.9
CCCCCOC(=O)NCCOC(=O)Nc1ccc(C(=O)OCC)cc1	0	8	-1.4	.	-0.6	9	1.5	-0.5	4.5
CC(=O)Nc1nc(C2CC2)cc(-c2ccccc2)c1C#N	1	-3	-1.5	0.4	.	1	-1.2	-0.3	0.3
CCn1ccc(C(=O)Nc2ccccc2Cl)n1	0	12	-2.3	0.5	.	-3	-1.6	-2.5	2.5
COc1ccc(/C=C/C(=O)OCC(=O)c2c(C)[nH]c3ccccc23)cc1OC	0	-6	-4.1	-0.9	.	-6	0.5	-0.1	1.5
CC1CC(C)CN(S(=O)(=O)c2ccc(Oc3ccc([N+](=O)[O-])cc3)cc2)C1 (configuration not stated)	-4	4	-5.9	.	0.4	20	4.2	-0.5	-0.3
Cc1cc(=O)oc2cc(OCCSCCN3CCCC3)ccc12	20	2	-1.7	1.0	0.4	2	.	-1.2	1.6
COc1ccc(NC(=O)/C(=C/c2cccnc2)NC(=O)c2cccs2)cc1	-1	5	2.4	.	.	8	-0.3	4.5	-1.0
CN(C)CCN(C(=O)C1CCCCC1)c1nc2cc3c(cc2s1)OCO3	1	4	-0.4	0.9	0.3	2	0.7	i	-0.3
Cc1cc(NC(=O)c2c(-c3c(F)cccc3Cl)noc2C)no1	-2	2	0.4	-0.1	-1.4	2	-0.6	i	0.0
COC(=O)Cc1nnc(NC(=O)C(C)C)s1	3	-5	-1.7	0.9	-1.1	1	-0.7	i	3.6
COc1ccc(C(=O)NC2CCN(C(=S)Nc3cccc(C)c3C)CC2)cc1	-3	-7	-2.1	-2.1	-0.4	-3	-0.1	-3.7	-1.6
O=C(CSc1ccccc1[N+](=O)[O-])NC1CCS(=O)(=O)C1 (configuration not stated)	3	8	-1.5	.	.	-1	-1.2	-0.3	-0.4
CCOC(=O)C(c1ccccc1)C(Nc1ccc(F)cc1)c1ccccn1 (configuration not stated)	0	4	-0.1	0.7	.	6	-1.1	-0.5	1.2
O=C(CN1CCOCC1)c1cccc2ccccc12	-10	-4	-3.1	.	-2.4	-9	-0.1	-2.6	-4.6
Remaining list, next part
SMILES	FBA Mtb inh	GDH-TPI inh	FadD28 FP inh	TcdB GH inh	BioA inh	Yp Topo-I inh	PfHsp40 rescue	BH1578 lux ind	Mtb UGM inh
CCc1ccc(OC)c(S(=O)(=O)Nc2ccc(Cc3ccncc3)cc2)c1	-2	-2	-4.0	-0.7	1.7	10	0.8	-0.2	1.9
COc1ccc(Cl)cc1-c1nc(N)nc(N(C)C)n1	0	7	-1.1	.	.	5	-0.2	-0.7	0.2
O=C(NCC(c1ccco1)N1CCCC1)c1ccccc1F (configuration not stated)	23	3	0.9	-0.5	-4.9	-8	-0.6	i	-1.6
COC(Cn1c2c(c3cc(C)ccc31)CCCC2NCc1ccccc1)OC (configuration not stated)	2	-1	-1.4	2.2	0.0	41	.	0.4	.
O=C(CCS(=O)(=O)c1ccc(Br)cc1)Nc1ccccn1	3	11	0.2	.	0.5	4	-0.4	-0.8	-2.3
Cc1oc2c(c(=O)c1C)C(=O)CC(c1ccccc1)C2 (configuration not stated)	1	6	-2.3	.	3.0	0	0.5	-1.1	-1.7
CC(=O)c1cccc(NC(=O)NNC(=O)CCC(=O)Nc2ccc(C)c(C)c2)c1	0	-6	-3.0	2.8	.	-2	1.1	-0.3	-0.4
Cn1nnnc1Sc1ncnc2scc(-c3cc4ccccc4o3)c12	0	9	-7.6	0.6	0.3	39	2.1	i	2.1
Fc1ccc(NC(=S)NC2CC3CCCC(C2)N3Cc2cccs2)cc1 (configuration not stated)	0	4	-1.9	0.6	.	6	0.7	-0.4	-0.7
CC(=O)NCCC(=O)N(C)CC1CCN(CCc2cccc(C(F)(F)F)c2)CC1	0	7	-4.1	-0.2	1.9	1	0.0	-0.2	6.3
O=C(Nc1ccccc1C(=O)N1CCCCC1)NC1CCCCC1	0	-2	0.3	1.6	-0.5	1	0.5	-0.2	-2.9
CC1O[C@H](OC2C(COC3OC(CO)C(O)[C@H](O)C3O)OC(OC3CC[C@]4(C)C(CC[C@@]5(C)[C@@H]4C=C[C@]46OC[C@@]7(CCC(C)(C)C[C@H]74)C(O)C[C@@]56C)C3(C)C)C(O)C2O)C(O)C(O)C1O (some centres not stated)	-1	-9	-5.0	-0.3	-0.3	14	-2.1	i	-3.3
CCc1ccccc1N(CC(=O)Nc1cccc(N(C)S(C)(=O)=O)c1)S(C)(=O)=O	-2	2	-1.5	0.8	1.3	7	-0.7	-5.9	1.3
COc1ccc(C(=O)CSc2n[nH]c(=O)[nH]c2=O)cc1	-1	-3	-1.2	-0.6	.	6	-0.8	-0.9	-0.1
